# L3MBTL1 block – inhibitors of human L3MBTL1 | Q9Y468 | AlphaScreen L3MBTL1–H3K9me1 peptide binding | Potency, µM (highest dose often 57.1 µM), for the others: top-dose activity, negative = inhibition, actives largely listed as inhibitors | 230,000 compounds, 0.66% hits; also: potency is read from the fitted curve at half-maximal effect; % is scaled to controls: 0 for no effect and ±100 for the full control effect; nearly all actives have a fitted effect of over 60% in size
#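 L3MBTL1 (50 nM) pre-complexed 30 min with biotinylated H3(1-15)K9me1 peptide (75 nM), then compounds added for 30 min at room temperature; AlphaScreen streptavidin donor/nickel chelate acceptor beads (10 ug/mL final) read after 30 min dark incubation.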
# IMPase Li inh – membrane-permeable IMPase blocker, potentiated with lithium; CHO-M1 cells, IP1 TR-FRET (IP-One), carbachol + lithium; Potency, µM (highest dose often 59.4 µM), for inactives: at the highest dose activity, negative = IMPase inhibition, actives largely listed as inhibitors; 210,000 compounds, 0.35% hits; AID 1457;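 also: IP1 builds up when IMPase is blocked and the TR-FRET signal falls; potency is read from the fitted curve at half-maximal effect; plate controls were basal vehicle for no effect and high inhibitor control for full effect; nearly all actives have a fitted effect of over 50% in size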
#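 IP1 accumulation measured by competitive TR-FRET in lysed CHO-M1 cells after 30 min compound exposure at 37C, with a small lithium addition to potentiate weak responses. Hill-equation AC50 from ratio and donor-channel data.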
# HttQ103 aggreg – inhibitors of mutant huntingtin aggregate formation in PC12 cells. PC12 HttQ103-GFP aggregates, Acumen cytometry, 40 h. Potency, µM (titrated, usually from 46.1 µM), for the others: at the highest dose activity change, negative = inhibition, usual class: inhibitors. 220,000 compounds, 1.1% hits; also: potency is read from the fitted curve at half-maximal effect; % is scaled to controls: 0 for no effect and ±100 for the full control effect; nearly all actives have a fitted effect of over 60% in size
#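 Aggregates are detected as GFP objects 1–25 µm with signal 6 STDEV over background in lysates of induced PC12 cells. These carry Huntingtin exon 1 with 103 glutamines fused to GFP under an ecdysone promoter; compounds titrated.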
# Epigenetic reg – derepresses silenced GFP reporter in murine cells | murine LDR cells, GFP reporter derepression, 30 h | Potency, µM (titrated, usually from 53.9 µM), for the others: at the highest dose GFP activation, hits mostly activators | 280,000 compounds, 0.2% hits; also: potency is read from the fitted curve at half-maximal effect; % of control where 0% means no effect; nearly all actives have a fitted effect of over 60% in size
#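 Murine LDR cells bearing a silenced CMV-driven GFP reporter were exposed to compound for 30 h at 37 C. After PBS washes, GFP-positive cells (20-120 um objects) counted by laser-scanning microplate cytometry.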
# CBFb RUNX1 block – CBF-beta/RUNX1 interaction disruption | AlphaScreen CBFb-His/RUNX1-biotin binding, biochemical | 230,000 tested, under 10 active | Potency, µM (highest dose often 59.8 µM), without a hit: at the highest dose activity, negative = inhibition, usual class: inhibitors; also: % of control where 0% means no effect
# Target sequence (Q01196 whole entry, looked up): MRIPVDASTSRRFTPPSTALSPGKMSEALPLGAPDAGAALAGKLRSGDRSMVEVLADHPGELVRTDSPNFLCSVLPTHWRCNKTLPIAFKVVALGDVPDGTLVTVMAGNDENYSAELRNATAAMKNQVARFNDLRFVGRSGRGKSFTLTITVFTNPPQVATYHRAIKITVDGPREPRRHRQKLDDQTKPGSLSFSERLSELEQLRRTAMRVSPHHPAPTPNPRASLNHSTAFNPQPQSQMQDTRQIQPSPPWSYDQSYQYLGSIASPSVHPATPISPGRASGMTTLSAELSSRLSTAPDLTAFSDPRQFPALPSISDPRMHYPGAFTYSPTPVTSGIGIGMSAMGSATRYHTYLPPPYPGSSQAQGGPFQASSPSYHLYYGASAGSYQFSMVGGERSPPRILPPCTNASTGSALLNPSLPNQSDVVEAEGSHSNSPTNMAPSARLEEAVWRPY
# Target sequence (Q13951 whole entry, looked up): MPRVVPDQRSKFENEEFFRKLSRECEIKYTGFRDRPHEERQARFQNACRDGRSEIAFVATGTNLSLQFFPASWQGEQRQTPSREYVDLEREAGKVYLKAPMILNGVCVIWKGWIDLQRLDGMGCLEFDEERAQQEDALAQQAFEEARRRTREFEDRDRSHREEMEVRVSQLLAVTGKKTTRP
#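 AlphaScreen proximity signal reports loss of binding between His-tagged CBF-beta and biotin-labelled RUNX1, each at 30 nM. Proteins are pre-associated for 20 minutes, compounds added for 15 minutes, then beads for 90 minutes, all at ambient temperature.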
# NPSR antagonist – neuropeptide S receptor (human) antagonism, cAMP | Q6W5P4 | CHO-NPSR cells, cAMP TR-FRET, antagonist mode | Potency, µM (doses to about 38.3 µM), for inactives: at the highest dose activity change, negative = inhibition, usual class: inhibitors | 220,000 compounds, 1% hits; also: potency is read from the fitted curve at half-maximal effect; % is scaled to controls: 0 for no effect and ±100 for the full control effect; nearly all actives have a fitted effect of over 50% in size; many of its hits are not listed in these tables
# Target sequence (Q6W5P4 whole entry, looked up): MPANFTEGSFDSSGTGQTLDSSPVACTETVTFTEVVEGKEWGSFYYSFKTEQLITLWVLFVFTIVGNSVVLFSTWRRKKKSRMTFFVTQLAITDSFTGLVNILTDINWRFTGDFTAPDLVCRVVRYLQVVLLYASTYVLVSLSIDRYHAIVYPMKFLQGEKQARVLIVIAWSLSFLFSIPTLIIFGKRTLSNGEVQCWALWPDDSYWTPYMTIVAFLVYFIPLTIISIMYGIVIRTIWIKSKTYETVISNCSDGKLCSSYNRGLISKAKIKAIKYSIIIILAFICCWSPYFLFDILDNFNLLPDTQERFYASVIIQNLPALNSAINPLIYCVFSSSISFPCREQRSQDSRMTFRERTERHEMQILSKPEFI
# Luc counter – counter-screen: inhibitors of Kinase-Glo firefly luciferase; Kinase-Glo luciferase, ATP luminescence, 8 min; Potency, µM (top dose mostly 38.3 µM), for inactives: at the highest dose activity change, negative = inhibition, usual class: inhibitors; AID 1379; 200,000 compounds, 0.28% hits; Q27757; also: potency is read from the fitted curve at half-maximal effect; % is scaled to controls: 0 for no effect and ±100 for the full control effect; nearly all actives have a fitted effect of over 60% in size
#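 Light output from Kinase-Glo luciferase with luciferin and 10 uM ATP in 50 mM imidazole pH 7.2, KCl, MgCl2, Tween 20, BSA; compound pin-delivered, 8-min ambient incubation, then luminescence read.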
# Active calls of the source: *; ? = inconclusive; nt = not tested or not shown; & = joins results of further samples; [ ] = remark or other dose. Calls follow the shape of the dose curve; as a rule, active = well fitted curve in the direction sought with a large enough effect; inconclusive = small, poorly fitted or top-dose-only effect, or another doubt; inactive = no such curve, though single readings can be large; an effect the other way counts as inactive or inconclusive.
SMILES,L3MBTL1 block,IMPase Li inh,HttQ103 aggreg,Epigenetic reg,CBFb RUNX1 block,NPSR antagonist,Luc counter
COC(=O)C(C)Oc1cc(C)cc2oc(=O)c3c(c12)CCC3 (centres undefined),-5%,2%[38.3 µM],17%,-0.7%,1%,?,-4%
CCn1cc(C(=O)O)c(=O)c2cc(F)c(N3CCNCC3)cc21,-4%,0%&5%&-5%,?,-2.7%,6%,?,-5%
CC1CCC[C@H](O)CCCCCc2cc(O)cc(O)c2C(=O)O1 (some centres undefined),8%,9%,3%,1.1%&-1.0%,6%&-7%,-27%&-18%,1%
CC(=O)O[C@@H]1C[C@@]2(C)C(c3ccoc3)C[C@H]3O[C@]32[C@]2(C)C(=O)C(O)=C3C(C)(C)C(=O)C=C[C@]3(C)C12 (some centres undefined),nt,0%,nt,2.0%,1%,nt,1%
CN(C(=O)c1ccco1)C1(c2ccccc2Cl)CCCCC1=O (centres undefined),1%,-3%[38.3 µM],-3%,-1.0%,-3%,-3%[46.1 µM],2%
COc1cc(C)cc(CN2CC=C(c3ccccc3)CC2)c1O,-10%,9%,1%,0.0%,-20%,-44%,7%
CN1CCc2c([nH]c3ccccc23)C1,-7%,2%,-1%[9.22 µM],-3.0%,7%,-9%,nt
CCN(CC)CCCN=C(C)c1c(O)n(-c2ccccc2)c(=O)[nH]c1=O,-7%,nt,9%,-5.4%,-4%,-4%[46.1 µM],nt
c1ccc(P(c2ccccc2)c2ccccn2)cc1,-14%,nt,12%[9.22 µM],-1.0%,3%,-1%,nt
COC(=O)c1c(C)[nH]c(C(=O)C(C)[N+]23CCN(CC2)CC3)c1C (centres undefined),nt,1%,-8%,1.0%,9%,12%,-1%
O=c1cccc2n1CC1CC2CN(S(=O)(=O)c2ccccc2)C1 (centres undefined),5%,-18%[38.3 µM],-19%,-1.1%,3%,-3%[46.1 µM],-2%
CCOC(=O)c1cn2nc(OP(=S)(OCC)OCC)cc2nc1C,22%,-2%[38.3 µM],5%,-2.3%,15%,-21%[46.1 µM],-3%
CC(C)=CCCC1(C)C=Cc2c(O)c3c(c(CC=C(C)C)c2O1)OC12C(=CC4CC1C(C)(C)OC2(C/C=C(/C)C(=O)O)C4=O)C3=O (centres undefined),nt,25%,nt,-1.3%,5%,nt,-7%
NC(N)=N/N=C/c1ccc(N2CCOCC2)cc1,nt,9%,1%,4.8%,-3%,-2%,-4%
COc1ccc(-c2cc(=NCCCCCC(=O)O)c3cc(C)ccc3o2)cc1,nt,-6%,-11%,0.0%,-4%,-17%,3%
COc1ccccc1OCC#CCN1CCCCCC1,-6%[11.4 µM],18%,?,-0.3%,-10%,9%,2%
CCOC(=O)CC(NC(=O)C(Cc1ccc(N(CCCl)CCCl)cc1)NC(C)=O)C(=O)OCC (centres undefined),-6%,16%,9%[9.22 µM],-0.1%,8%,2%,-1%
Fc1ccc(Cn2nnnc2CN2CCC(n3nnc4cc(C(F)(F)F)ccc43)CC2)cc1,nt,nt,30%[9.22 µM],-1.1%,16%,-60%,nt
C=CCN1CCC23c4c5ccc(O)c4O[C@H]2C(=O)CC[C@@]3(O)C1C5 (some centres undefined),nt,2%&-1%,-13%,1.1%&0.0%,1%&12%,-3%[46.1 µM],-3%
CN(C)/C=C1/C(=O)NC(=O)N(CCNc2ncc(C(F)(F)F)cc2Cl)C1=O,-9%,8%,-3%[9.22 µM],7.7%,8%,15%,2%
OC1CCCCC1N1CCC(c2ccccc2)CC1 (centres undefined),12%,4%&4%&15%,-6%,3.7%&0.0%&-4.2%,35%&16%&18%,0%[46.1 µM],-2%&-1%&-1%
C=C(C)[C@H]1C2C(=O)O[C@H]1[C@H]1OC(=O)[C@@]34O[C@@H]3C[C@]2(O)[C@@]14C,nt,-5%&5%,nt,0.0%&1.0%,?,nt,0%
CN1/C(=C\C=Nc2ccccc2)C(C)(C)c2ccccc21,-5%,nt,-12%,-5.5%,-5%,?,nt
O=c1c2ccccc2nc(CSc2ncnc3nc[nH]c23)n1-c1ccccc1,-1%[11.4 µM],?,-10%,?,7%,28%[46.1 µM],2%
O=c1[nH]c(=S)[nH]c(O)c1N=Nc1ccc(S(=O)(=O)N2CCc3ccccc32)cc1,nt,1%,?,3.6%,-2%,-21%,1%
CCCCCn1c(=O)c(C(=O)Nc2nc(CC(=O)OCC)cs2)c(O)c2ccccc21,-19%,14%,?,-1.0%,-13%,-33%,-1%
COC1=C[C@H]2C3=C([C@H]2C1=O)[C@H](NC(C)=O)CCc1cc(OC)c(OC)c(OC)c13,nt,3%,nt,-0.3%[16.9 µM],-15%[21.7 µM],nt,1%[17.1 µM]
CCS(=O)(=O)N1N=C(c2cccc(NS(C)(=O)=O)c2)CC1c1ccccc1 (centres undefined),nt,2%,-6%,?,-17%,-19%,0%
N[C@@H](CCl)C(=O)O,nt,14%,nt,1.1%,-4%,-8%[46.1 µM],-2%
O=C(c1cc(-c2ccccc2)nc2ccccc12)N1CCC2(CC1)OCCO2,-3%,1%[38.3 µM],0%,-0.2%,-2%,-5%[46.1 µM],0%

# As entered above.
# For IMPase Li inh, O=c1[nH]c(=S)[nH]c(O)c1N=Nc1ccc(S(=O)(=O)N2CCc3ccccc32)cc1 reads 1%
# For CBFb RUNX1 block, CCS(=O)(=O)N1N=C(c2cccc(NS(C)(=O)=O)c2)CC1c1ccccc1 (centres undefined) reads -17%

# (cont.)
SMILES,L3MBTL1 block,IMPase Li inh,HttQ103 aggreg,Epigenetic reg,CBFb RUNX1 block,NPSR antagonist,Luc counter
Nc1c(Br)cc([N+](=O)[O-])cc1[N+](=O)[O-],-7%,12%,nt,nt,25%[21.7 µM],nt,nt
CC(C(=O)Nc1ccc(Cl)cc1Cl)N1CC=C(c2ccccc2)CC1 (centres undefined),8%,6%,-3%,0.0%,1%,-3%,-1%
c1ccc2c(c1)sc1ccccc12,nt,-10%,-13%,-0.5%,5%,nt,2%
CC1N(C)c2cc(NC(=O)c3ccco3)c(P(=O)(Nc3ccc([N+](=O)[O-])cc3)N3CCOCC3)cc2C1(C)C (centres undefined),nt,5%,?,-1.3%,?,?,0%
O=P(Nc1ccccc1)(Nc1ccccc1)Oc1ccc(Cl)cc1,nt,28%[38.3 µM],-8%,-1.0%,3%,-20%[46.1 µM],21%
Cc1nn(Cc2ccccc2)c(Cl)c1C(=O)OC(C)C(=O)Nc1ccc(F)cc1Cl (centres undefined),-13%,12%,-7%,4.2%,0%,-54%,2%
CC(C)CCn1c(=O)c(C(=O)NCc2ccco2)c(O)c2ccccc21,-5%,nt,2%[9.22 µM],-1.1%,7%,-4%,nt
CN1C(=O)C(=Cc2cc([N+](=O)[O-])ccc2N2CCCCC2)C(=O)N(C)C1=O,nt,-5%,-3%,3.4%,5%,-2%,0%
NCCc1ccc(S(N)(=O)=O)cc1,15%,1%,6%,-1.1%,10%,11%,5%
Fc1ccc2c(c1)nnn2C1CCN(Cc2nnnn2CCc2ccccc2)CC1,-2%,-5%[38.3 µM],-1%,-0.7%,-5%,-18%[46.1 µM],-3%
CS(=O)(=O)NNP(=O)(NNS(C)(=O)=O)NC(=O)c1ccc(Br)cc1,4%,nt,-19%[9.22 µM],0.0%,-2%,-20%,nt
CCOc1cc(-c2ccc(N)c(OCC)c2)ccc1N,?,29%[38.3 µM],-2%,-0.8%,-7%,-3%[46.1 µM],-10%
CCN(CC)S(=O)(=O)N1CCC(C(=O)N2CCC3(CC2)OCCO3)CC1,nt,-6%,-8%,-2.0%,4%,3%,-2%
C[C@@]12CC[C@H](O)C[C@@H]1CC[C@H]1[C@H]2CC[C@@]2(C)[C@@H](C3=CC(=O)OC3)CC[C@]12O,nt,6%,nt,-0.3%[16.9 µM],1%[21.7 µM],nt,-2%[17.1 µM]
Clc1cccc(C2NCCc3[nH]cnc32)c1 (centres undefined),0%,-2%[38.3 µM],-2%,-0.8%,-2%,2%[46.1 µM],0%
O=c1[nH]c(=O)n(C2CCCCC2)c(O)c1C=NCCCn1ccnc1,nt,27%[38.3 µM],5%,1.1%,10%,-11%[46.1 µM],-2%
COC(=O)C(O)(c1ccc(N(C)C(=O)c2cccs2)cc1)C(F)(F)F (centres undefined),3%,1%,-16%[9.22 µM],-2.2%,7%,10%,0%
CC(=O)O[C@H]1[C@H]2[C@@H](OC(=O)Cc3ccccc3)[C@@H](C)C[C@]2(OC(C)=O)C(=O)/C(C)=C/[C@@H]2[C@H](CC[C@@]13CO3)C2(C)C,nt,9%,nt,0.7%,13%,nt,4%[39.9 µM]
COc1ccc(-c2cc(-c3ccccc3)[n+](C)c(-c3ccccc3)c2)cc1,7%,23%,7.1µM*,0.1%,15%,-10%,6%
O=C(Cc1ccccc1)N1CCN(C/C=C/c2ccccc2)CC1,-9%,-5%[38.3 µM],-8%,-1.1%,0%,-9%[46.1 µM],-4%
Cn1c(O)c(C(=NCCN2CCCCC2)c2ccccc2Cl)c(=O)n(C)c1=O,-4%,11%[38.3 µM],-10%,-0.1%,-5%,-1%[46.1 µM],1%
COc1cc(C(=O)Nc2ccc(Br)cc2C(=O)c2ccccc2)cc(OC)c1OC,3%,14%[38.3 µM],23%,-1.1%,5%,-20%[46.1 µM],5%
COC(=O)C1=Nc2ccccc2/C1=C\c1c(O)n(C)c(=O)n(C)c1=O,-15%,nt,-17%[9.22 µM],-1.2%,4%,-2%,nt
C#C[C@]1(O)CC[C@H]2[C@@H]3CCC4=CC(=O)CCC4(C)[C@H]3CCC21C (some centres undefined),nt,-6%,0%,1.5%,4%,nt,1%[39.9 µM]
O=C(O)C1=CCCN(CCOC(c2ccc(C(F)(F)F)cc2)c2ccc(C(F)(F)F)cc2)C1,nt,7%,nt,4.1%,10%[21.7 µM],nt,0%
CN(CCc1ccccc1)Cc1ccccc1[N+](=O)[O-],nt,-3%[38.3 µM],2%[9.22 µM],-3.0%,-4%,-8%[46.1 µM],7%
CCCCCOc1c(OC)ccc2cc(C(=O)NCc3ccc4c(c3)OCO4)c(=O)[nH]c12,nt,8%,nt,-1.6%,3%,nt,-1%[39.9 µM]
Cc1nc2ccc(Br)cc2c(=O)n1-c1ccc([N+](=O)[O-])c(C(F)(F)F)c1,8%,-24%[38.3 µM],-8%,0.9%,-7%,6%[46.1 µM],0%
O=C1NC(=O)N(Cc2ccco2)C(=O)/C1=C/c1cccn1CCOc1ccccc1Cl,?,-7%,4%,1.0%,3%,-34%,-2%
COc1cc(CC2(CCc3ccncc3)C(=O)N(C)C(=O)N(C)C2=O)cc(OC)c1OC,5%,8%,3%[9.22 µM],1.0%,2%,0%,-1%

# Assay outcomes deposited in PubChem BioAssay by National Center for Advancing Translational Sciences (NCATS).

# A portion of the library; count on the stated rates, not on these rows.
